# From PubChem
# KDM5B inh – KDM5B demethylase inhibition; Q9UGL1; KDM5B demethylase, FDH-coupled NADH fluorescence (FDH is formaldehyde dehydrogenase); Potency, µM (highest dose often 57.7 µM), inactives show at the highest dose activity change, negative = inhibition, usual class: inhibitors; actives 2.6% (n = 220,000); AID 1347165; active = well fitted inhibition curve with a large enough effect; inconclusive = small, poorly fitted or top-dose-only effect; inactive = no such curve, though single readings can be large or run the other way; also: 0% is about no effect; nearly all actives have a fitted effect of over 70% in size
#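 Inhibition is measured as reduced NADH fluorescence generation from FDH coupling to formaldehyde release. Truncated KDM5BΔAP at 200 nM final acts on H3K4me3 peptide (12.5 µM in substrate mix) in pH 7.5 HEPES buffer with Tween-20, 30 min, room temperature.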
# Numbers without * were called inactive; ? = inconclusive; & = joins results of further samples; [ ] = another dose, or the depositor's remark. Potency is read from the fitted curve at half-maximal effect. Only part of the results is shown (hit frequency here may not be typical).
SMILES,KDM5B inh
CCOc1ccccc1CNC(=O)c1oc2ccc3c(c2c1C)C(=O)CC(C)(C)O3,?
CN(C)c1cnn(CC(=O)N2CCC(C(=O)N3CCOCC3)CC2)c(=O)c1,46.5%[activator]
CN1CCN(c2cc(=O)c3ccnc(-c4ccc(F)cc4)c3o2)CC1,28.2µM*
CC(=O)C(Sc1nc(-c2ccccc2Cl)nc2c1c(=O)n(C)c(=O)n2C)C(=O)N(C)C (stereo not given),-9.5%
CN(C)C(=O)Cc1c[nH]c2ncc(-c3cccnc3)cc12,-9.9%[115 µM]
COCC(=O)NC[C@@H]1C=C(C)[C@H](Cc2nc3ccccc3n2C)C[C@H]1C(C)C,-8.8%[86.2 µM]
COc1ccc(-c2ccc3c(c2)C(=O)N2CCN(C(=O)CC(C)(C)C)C[C@@H]2C(=O)N3)cc1,28.2µM*
Cc1noc2c(NCc3ccncc3)cc(-c3cccc(C(F)(F)F)c3)nc12,?
Cc1noc(-c2cccc(OC3CN(C(=O)c4ccoc4)C3)c2)n1,-14.8%
COc1ccc(N2CC(c3noc(-c4ccc(C)c(C)c4)n3)CC2=O)cc1 (stereo not given),?
CC(=O)NCCNC(=O)CN1CCCC(c2nc3ccccc3o2)C1 (stereo not given),-8.6%
COc1cc2c(cc1OC)C(CNC(=O)c1cccs1)N(C(=O)Nc1ccc(C)cc1)CC2 (stereo not given),?
Cc1cccc(NC(=O)COc2ccc(/C=C(\C#N)C(=O)N3CCOCC3)cc2)c1,?
O=C(Nc1c(C(=O)N2CCCCC2)cnn1-c1ccccc1)c1ccccc1F,13.2%
CC(C)NC(=O)CSc1nccc(-c2cccs2)n1,2.6%
O=C(O)CCc1ccc(-c2cccs2)n1CC(=O)Nc1ccccc1C(F)(F)F,?
CN(C)c1ccc(CNC(=O)C2CCN(S(=O)(=O)c3ccc4c(c3)oc(=O)n4C)CC2)cc1,-4.4%
CC(C)(C)CC(=O)NCC(=O)N1CCN(c2ccccn2)CC1,28.2µM*
O=C(COc1ccccc1)Nc1c(Cl)ccc2nsnc12,-51.3%
COC(=O)c1cccc(-c2ccc(C=O)o2)c1,-25.6%
CCCCn1c(N)c(N(C)C(=O)Cn2c(C)nc3ccccc32)c(=O)[nH]c1=O,13.5%
Cc1ccc(/C=N/NC(=O)c2ccc3ccccc3c2)s1,?
O=c1cc(-c2cccs2)oc2ccccc12,?
COc1ccc(OC)c(Nc2nc(N)c([N+](=O)[O-])c(NCc3ccccc3)n2)c1,17.5%
Nc1cc(C(=O)OCc2cccc(F)c2)ccc1Cl,?
CCOC(=O)c1ccc(NC(C)=O)o1,12.9%
CN(Cc1nccn1C)C(=O)c1cc(CN2CCC(Cc3ccccc3)CC2)on1,-7.7%
O=C1NN=C(c2cccnc2)C12CCN([S+](=O)([O-])c1cccc(C(F)(F)F)c1)CC2,-27.8%
O=C1CC2CCN([S+](=O)([O-])c3cc(C(F)(F)F)cc(C(F)(F)F)c3)CC2CCN1 (stereo not given),-3.9%[115 µM]
Cn1c(C(=O)Nc2cccc3ncccc23)c(Cl)c2ccccc21,-14.8%
COc1ccc(-n2nnnc2SCc2cc(=O)oc3cc(C)ccc23)cc1,-17.2%
O=C(CN1CC2CC(C1)[C@H]1CCCC(=O)N1C2)N1CCN(c2ccc(F)cc2)CC1 (stereo not given in full),8.2%
COc1cc(F)ccc1-c1cn(C)c(=O)n2cc(COc3ccc(C(=O)O)cc3)nc12,-24.4%[86.2 µM]
CCNc1ncc(C(=O)N(CCc2ccccc2)Cc2ccco2)cn1,28.2µM*
O=C(NCC1CN(C(=O)Cc2ccc(OC(F)(F)F)cc2)CC12CN(c1ccccc1)C2)Nc1ccccc1 (stereo not given),-17.4%
O=S(=O)(NCCc1nnc2ccc(SCc3ccccc3)nn12)c1ccccc1,12.8%
COc1ccc(C(=O)NC2CCN(c3cc(-c4ccc(Cl)cc4)[nH]n3)C2)cc1OC (stereo not given),?
COc1cccc(Oc2nc3c(c(=O)n(Cc4ccccc4F)c(=O)n3C)n2C)c1,-11.4%
O=C(NCCSCc1ccsc1)C1CCC1,11.6%
CN(C)c1ccc(NC(=O)CSC2=Nc3ccccc3C3=NC(CC(=O)NCc4ccc5c(c4)OCO5)C(=O)N23)cc1 (stereo not given),?
O=C(O)CCn1ncc2cc(OC3CCN(C(=O)Oc4ccccc4)CC3)ccc21,-11.7%[86.2 µM]
CCCN(C)c1nccnc1OC1CCN(C(=O)c2ccc(F)cc2)C1 (stereo not given),-5.5%
CCC(CC)C(=O)Nc1ccccc1C(=O)OCc1cc(=O)n2nc(C3CCCCC3)sc2n1,?
CCc1ccc(-c2nc(-c3nc(-c4ccccc4)cs3)sc2C)cc1,-3.2%
Cn1cc(-c2ccccc2)cc1C(=O)NCc1cccs1,-15.4%
COc1ccc(-c2[nH]nc3ncc(-c4cccnc4OC)nc23)c(C)c1,35.5µM*
Cn1c(SCC(=O)NCC(F)(F)F)nnc1-c1cc2c(s1)CCC(C(C)(C)C)C2 (stereo not given),2.0%
COCCNC(=O)CCn1c(=O)c2cc(OC)c(OC)cc2n(CC(=O)Nc2ccccc2C)c1=O,?
C[S+](=O)([O-])N1Cc2ccccc2CC2(CCCCN2CC2CCNCC2)C1 (stereo not given),-19.1%[115 µM]
Cc1ccccc1NC(=O)CSc1nc2ccc(NC(=O)COc3ccccc3F)cc2s1,-22.3%
# Additional entries
SMILES,KDM5B inh
Cn1c(=O)c2c(ncn2CC(=O)Nc2ccccc2C(=O)NCCc2ccccc2)n(C)c1=O,2.0%
COc1ccc(CNC(=O)C2CCN(Cc3nc(-c4ccc(Cl)cc4)oc3C)CC2)cc1,-5.6%
O=C(Cn1c(=O)oc2ccccc21)N1CCC2(CC1)CC(N1CCCCC1)CCO2 (stereo not given),-24.4%
CCn1cc2c(n1)-c1c(oc(C(=O)Nc3ccc(Br)cc3F)c1C)CC2,?
Cc1ccc(/C=C2/SC(=S)N(CCC(=O)N3CCOCC3)C2=O)cc1,-0.5%
O=C(c1sccc1Cl)N1CCn2nc(C(O)c3ccccc3)cc2C1 (stereo not given),24.3%
Cn1c(=O)c2c(nc(Oc3ccc(F)cc3)n2Cc2ccc(F)cc2)n(C)c1=O,0.6%&9.5%
O=C(CCC1CCN(S(=O)(=O)c2ccccc2F)CC1)NC1CCS(=O)(=O)C1 (stereo not given),-8.2%
O=C(Cc1ccccc1)NCCC1CCN(C(=O)Nc2ccc(F)cc2F)CC1,-1.1%
O=C(N/N=C/c1cccc(Cl)c1)c1csc2ccccc12,7.6%
O=C(Nc1ccccc1C(F)(F)F)c1nc2ccccc2nc1N1CCOCC1,10.0%
COc1ccc(NC(=O)CN(c2ccccc2Br)S(C)(=O)=O)cc1OC,-15.7%
COc1ccc(OC)c(CCNC(=O)C(=O)Nc2ccc3nc4n(c(=O)c3c2)CCCCC4)c1,?
COc1ccc(S(=O)(=O)N2CCc3nc4cc[nH]n4c(=O)c3C2)cc1Cl,25.1µM*
Cc1cc(C(C)(C)C)cc(C)c1CS(=O)Cc1ccc(F)cc1 (stereo not given),-0.6%
Cn1nc(-c2ccc(Cl)cc2)cc1NC(=O)CCCC(=O)O,-19.9%
Cc1[nH]n2c(=O)cc(-c3ccc(Cl)cc3)nc2c1-c1ccc(F)cc1,-1.3%
CCc1nn(C(C)C(=O)N2CCN(c3cccc(C(F)(F)F)c3)CC2)c(=O)c2cc3occc3n12 (stereo not given),-29.8%
O=C(CC(c1ccccc1)c1ccccc1F)NCc1cccnc1 (stereo not given),-4.4%
COc1ccccc1/C=C1\Oc2cc(OS(=O)(=O)c3ccc(C)cc3)ccc2C1=O,31.1%[activator]

# A section from further up, for reference:
SMILES,KDM5B inh
COc1ccc(CNC(=O)C2CCN(Cc3nc(-c4ccc(Cl)cc4)oc3C)CC2)cc1,-5.6%
O=C(Cn1c(=O)oc2ccccc21)N1CCC2(CC1)CC(N1CCCCC1)CCO2 (stereo not given),-24.4%
CCn1cc2c(n1)-c1c(oc(C(=O)Nc3ccc(Br)cc3F)c1C)CC2,?
Cc1ccc(/C=C2/SC(=S)N(CCC(=O)N3CCOCC3)C2=O)cc1,-0.5%
O=C(c1sccc1Cl)N1CCn2nc(C(O)c3ccccc3)cc2C1 (stereo not given),24.3%
Cn1c(=O)c2c(nc(Oc3ccc(F)cc3)n2Cc2ccc(F)cc2)n(C)c1=O,0.6%&9.5%
O=C(CCC1CCN(S(=O)(=O)c2ccccc2F)CC1)NC1CCS(=O)(=O)C1 (stereo not given),-8.2%
O=C(Cc1ccccc1)NCCC1CCN(C(=O)Nc2ccc(F)cc2F)CC1,-1.1%
O=C(N/N=C/c1cccc(Cl)c1)c1csc2ccccc12,7.6%
O=C(Nc1ccccc1C(F)(F)F)c1nc2ccccc2nc1N1CCOCC1,10.0%
COc1ccc(NC(=O)CN(c2ccccc2Br)S(C)(=O)=O)cc1OC,-15.7%
COc1ccc(OC)c(CCNC(=O)C(=O)Nc2ccc3nc4n(c(=O)c3c2)CCCCC4)c1,?
COc1ccc(S(=O)(=O)N2CCc3nc4cc[nH]n4c(=O)c3C2)cc1Cl,25.1µM*
Cc1cc(C(C)(C)C)cc(C)c1CS(=O)Cc1ccc(F)cc1 (stereo not given),-0.6%
Cn1nc(-c2ccc(Cl)cc2)cc1NC(=O)CCCC(=O)O,-19.9%
Cc1[nH]n2c(=O)cc(-c3ccc(Cl)cc3)nc2c1-c1ccc(F)cc1,-1.3%

# Other structures.
SMILES,KDM5B inh
COc1ccc(-c2csc(NC(=O)c3cc(C)oc3C)n2)cc1OC,-10.6%
O=C(N/N=C/c1ccc(N(c2ccccc2)c2ccccc2)cc1)C1CC1,?
Cc1cc(C)c(S(=O)(=O)NCC(c2ccco2)N2CCN(c3ccccc3)CC2)c(C)c1 (stereo not given),-17.2%
O=C(N/N=C/c1ccccc1OCCOc1ccc([N+](=O)[O-])cc1)Nc1ccccc1,12.0%
CN1C(C(=O)Nc2ccc(F)cc2F)=CC(c2cccs2)=NS1(=O)=O,?
COc1ccc(-c2noc(-c3cccc(OCC(=O)N4CCCC4)c3)n2)cc1,15.6%
O=c1cc(N2CCOCC2)oc2c(-c3cccc4[nH]ccc34)nccc12,-5.3%[86.2 µM]
CCc1nnc(NC(=O)Cn2ccc3ccc(Cl)cc32)s1,8.7%
O=C(NCC1CCCN(C(=O)c2ccccn2)C1)c1ccc(-c2ccccc2)cc1 (stereo not given),-17.7%
Clc1ccc(CNCc2ccccc2Cn2cncn2)c(Cl)c1,-3.2%
COc1ccc(C)cc1NC(=O)CSc1nc(=O)n(Cc2ccco2)c2c1CCC2,-28.2%
COc1ccc(OC)c(CC(=O)N2CCC3(CC2)OCCCC3O)c1 (stereo not given),-10.8%
CCC(CC)C(=O)NCc1cccnc1Oc1cccc(C(F)(F)F)c1,-6.6%
O=C(NC(c1ccccc1)c1cc2ccccc2o1)C1CCCC1 (stereo not given),-10.2%
Cc1ccc(OC(C)C(=O)N2CCC(c3nc4ccccc4o3)CC2)cc1C (stereo not given),11.1%
Cn1nc(-c2ccc(N3CCOCC3)c(NC(=O)c3ccccc3)c2)c2ccccc2c1=O,?
COc1ccccc1Cn1c(CNS(=O)(=O)c2ccc(Cl)s2)nc2cccnc21,?
Cc1ccccc1/C=C1\C(=O)Nc2ccc(F)cc21,10.7%
CN(C(=O)c1cccc(CS(C)=O)c1)C1CCC(c2ccccc2)CC1 (stereo not given),17.7%
CCC(=O)C1=C(c2cccc([N+](=O)[O-])c2)N(C(=O)CC)n2c(nnc2C2CCCCC2)S1,-18.9%
CC1CCCC(NC(=S)NCc2ccc(F)cc2)C1C (stereo not given),-20.3%
CS(=O)(=O)c1ccc(OCC2(CNC(=O)c3ccno3)C[C@@H](O)[C@@H](O)C2)cc1 (stereo not given in full),?
COc1ccc(Cl)cc1COc1ccc(C#N)cc1OC,-8.7%
CCOC(=O)Nc1ccc(S(=O)(=O)Nc2cccc(F)c2)cc1,14.3%
O=C(NCc1cccnc1)c1nn(-c2ccc(Cl)cc2)nc1CO,?
COc1ccc(NC(=O)c2oc3ccccc3c2NC(=O)Cc2ccc(F)cc2)c(OC)c1,?
COC[C@H]1CCCN1C(=O)C[C@@H]1O[C@H](CNC(=O)NC(C)C)[C@@H](O)[C@H]1O,?
COc1ccc(S(=O)(=O)NCCS(=O)(=O)N2CCN(c3ccccc3F)CC2)cc1,-29.0%
CC(C)CCNCc1ccncc1,19.0%
Cc1cnc(C(=O)N2CCCN(Cc3ccncc3)C(c3ccccc3)CC(=O)NCC2)cn1 (stereo not given),?
COc1ccc(CNC(=O)N2c3ccccc3CC2c2nc(C3CC3)no2)cc1 (stereo not given),?
COc1cccc(CN2Cc3nc(-c4ccc(F)cc4)ccc3OCC2=O)c1,0.5%[86.2 µM]
Cc1occc1-c1nnc(SCC(=O)NC2CC2)n1C(C)C,19.9%
COCCCNC(=O)Cn1c(=O)nc(-c2ccccc2)c2ccccc21,?
O=C(NCCn1cccn1)c1coc(COc2cccc(C(F)(F)F)c2)n1,-19.6%
Cc1nc2ccccc2c(C)c1CC(=O)N1CCC(C)CC1,-19.8%
CCc1noc(-c2cn(C3CCN(C(=O)c4ccc5c(c4)OCO5)C3)nn2)n1 (stereo not given),-5.4%
CCOc1ccc(S(=O)(=O)Nc2cccc(C)c2)c2cccnc12,?
O=C(Cc1ccsc1)N1CCC(c2n[nH]c(=O)n2Cc2ccc(F)cc2)CC1,13.0%
CC(C)c1ccc(NC(=O)Cc2nn(C)c(=O)c3ccccc23)cc1,-12.6%
Cc1cc(C)c2c(C)c(C(=O)Nc3ccc4c(c3)N(C)C(=O)CO4)oc2c1,8.5%
COc1ccc(N2CCN(C(=O)c3c4c(nc5ccccc35)C(=O)N(C3CCCCC3)C4)CC2)cc1,-5.9%
COCc1nncn1C1CCN(S(=O)(=O)c2ccc(C)c(F)c2)CC1,-6.7%
Cc1ccc2c(C)c(CCC(=O)NC3CCN(C)CC3)c(=O)oc2c1,-26.3%
O=C(COC(=O)c1cc2ccccc2[nH]1)NCc1ccc(F)cc1,-15.2%
